ADAM10 inh = human ADAM10 inhibitors, primary screen, biochemical, QFRET, HTS | Disintegrin and metalloproteinase domain-containing protein 10 (Homo sapiens), O14672 | recombinant ADAM10, EDANS/DABCYL FRET peptide cleavage, 3 h | inhibition, % at 7 µM | 370,000 compounds, 0.62% hits;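 active = inhibition above a per-campaign cutoff equal to the mean of compounds falling between control-based bounds plus 3 SD, cut at about 20% in these data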;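 note: 0% = DMSO wells while the 100% control is not disclosed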
PLC-beta3 inh = human PLC-beta3 inhibitors, primary screen, biochemical, fluorescence; AID 720704, 2013; 1-phosphatidylinositol 4,5-bisphosphate phosphodiesterase beta-3 (Homo sapiens), Q01970; Purified PLC-beta3, fluorogenic substrate; 370,000 compounds, 0.18% hits; inhibition, % at 12.2 µM; in the data active = inhibition above about 11%;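 note: 0% = median of compound wells on plate and 100% = full blocker control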
Tn6 DDE FP = inhibitors of Tn6 peptide binding to fibrin DD(E), primary screen, biochemical, fluorescence polarization, human fibrin, Tn6 probe | Fibrinogen beta chain (Homo sapiens), P02675 | Fibrin DD(E) TRITC-Tn6 fluorescence polarization displacement | inhibition, % at 8.3 µM | 370,000 compounds, 0.21% hits | AID 720509, 2013;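 active = inhibition above a per-campaign cutoff: mean of compounds within control limits plus 3 SD, cut at about 15% in these data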;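 note: 0% = median of all compound wells on the plate and 100% = blocking peptide control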
SIAE primary = human SIAE inhibitors, primary screen, biochemical, fluorescence polarization, FP-Rh probe, 1536-well HTS; Sialate O-acetylesterase (Homo sapiens), Q9HAT2; SIAE FP-Rh probe binding; inhibition, % at 9.66 µM; 370,000 compounds, 0.69% hits;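 active = inhibition above a cutoff: mean of compounds within the control limits plus 3 SD of those, cut at about 17% in these data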;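 note: 0% = plate median of compound wells and 100% = probe without SIAE protein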
PLCg1 inh = PLC-gamma1 enzyme inhibitors, primary screen, biochemical, fluorescence, purified enzyme; fluorogenic substrate; inhibition, % at 12.2 µM; 370,000 compounds, 0.84% hits; AID 720700, 2013; in the data active = inhibition above about 9.5%
Target sequence (P19174 whole entry, looked up): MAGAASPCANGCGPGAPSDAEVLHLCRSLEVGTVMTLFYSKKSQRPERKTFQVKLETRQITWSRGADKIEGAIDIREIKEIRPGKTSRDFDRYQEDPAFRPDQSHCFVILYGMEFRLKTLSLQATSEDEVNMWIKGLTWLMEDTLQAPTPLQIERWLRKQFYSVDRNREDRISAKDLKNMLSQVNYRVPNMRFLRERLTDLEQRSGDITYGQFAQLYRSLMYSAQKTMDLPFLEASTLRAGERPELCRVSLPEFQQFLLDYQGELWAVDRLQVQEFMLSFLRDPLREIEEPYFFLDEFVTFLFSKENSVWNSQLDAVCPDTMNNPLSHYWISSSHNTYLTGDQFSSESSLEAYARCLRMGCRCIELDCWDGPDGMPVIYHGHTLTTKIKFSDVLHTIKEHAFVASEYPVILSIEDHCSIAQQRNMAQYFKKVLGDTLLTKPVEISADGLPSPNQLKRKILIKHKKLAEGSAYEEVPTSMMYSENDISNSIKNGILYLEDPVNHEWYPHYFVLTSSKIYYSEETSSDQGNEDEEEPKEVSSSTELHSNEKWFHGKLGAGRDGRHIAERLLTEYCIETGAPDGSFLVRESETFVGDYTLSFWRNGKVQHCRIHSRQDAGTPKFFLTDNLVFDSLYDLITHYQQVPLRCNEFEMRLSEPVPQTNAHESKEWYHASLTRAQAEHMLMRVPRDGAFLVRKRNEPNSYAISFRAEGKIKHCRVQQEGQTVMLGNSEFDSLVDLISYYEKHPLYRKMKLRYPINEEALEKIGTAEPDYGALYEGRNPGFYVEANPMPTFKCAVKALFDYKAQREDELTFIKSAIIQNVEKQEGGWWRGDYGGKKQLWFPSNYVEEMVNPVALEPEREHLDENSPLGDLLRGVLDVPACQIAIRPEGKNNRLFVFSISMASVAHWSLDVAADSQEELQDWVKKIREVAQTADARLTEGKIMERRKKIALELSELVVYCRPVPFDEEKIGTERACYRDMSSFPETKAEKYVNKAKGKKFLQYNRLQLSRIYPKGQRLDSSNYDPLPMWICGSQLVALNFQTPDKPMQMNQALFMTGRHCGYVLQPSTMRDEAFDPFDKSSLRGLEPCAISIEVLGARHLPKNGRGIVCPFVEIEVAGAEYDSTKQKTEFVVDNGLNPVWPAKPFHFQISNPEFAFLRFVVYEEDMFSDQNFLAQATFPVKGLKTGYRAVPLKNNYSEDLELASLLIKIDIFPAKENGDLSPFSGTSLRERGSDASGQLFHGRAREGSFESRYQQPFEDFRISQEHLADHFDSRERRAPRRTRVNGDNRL
ASAP1 inh = inhibitors of human ASAP1 ArfGAP activity, primary screen, biochemical, fluorescence polarization | Arf-GAP with SH3 domain, ANK repeat and PH domain-containing protein 1 (Homo sapiens), … | ASAP1-stimulated ARF1 GTP hydrolysis, GDP FP detection | inhibition, % at 16.5 µM | 360,000 compounds, 0.19% hits | AID 624377, 2012; in the data active = inhibition above about 25%;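 note: 0% = vehicle with enzyme and substrate and 100% = no enzyme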
DDE Tn7 FP inh = inhibitors of Tn7 peptide binding to fibrin DD(E), primary screen, biochemical, fluorescence polarization, human fibrin, Tn7 probe; Fibrinogen beta chain (Homo sapiens), P02675; FP displacement of FITC-Tn7 peptide from fibrin DD(E); 0% = median of compound wells per plate; inhibition, % at 8.3 µM; 370,000 compounds, 0.13% hits; AID 720508, 2013;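 active = inhibition above the mean of compounds falling within the control limits plus 3 SD of them, cut at about 14% in these data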;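 note: 0% = plate median of compound wells and 100% = 10 µM Aha-Tn7 peptide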
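system = human fibrin DD(E) protein | quantity = DD(E) 2 µM final | medium = Tris/NaCl/CaCl2 buffer, pH 7.8 | also added = labelled Tn7 tracer, 0.1 µM | compound dosing = single point at 8.3 µM | timing = compound with protein 10 min, then 3 h after probe, room temperature | signal = FP measurement | benchmarks = Aha-Tn7 high control | repeats = one replicate per compound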
ARFGAP1 inh = inhibitors of rat ARFGAP1 GAP activity, primary screen, biochemical, fluorescence polarization, GDP tracer. ADP-ribosylation factor GTPase-activating protein 1 (Rattus norvegicus), Q62848. Arfgap1-stimulated ARF1 GTP hydrolysis, GDP FP detection. inhibition, % at 16.5 µM. 360,000 compounds, 0.26% hits. AID 651572, 2012;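 active = inhibition above a per-plate limit, mean inhibition of low control wells plus 3 SD, cut at about 25% in these data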;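 note: 0% = DMSO wells with enzyme and 100% = wells lacking Arfgap1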
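System: truncated rat Arfgap1 GAP domain / Benchmarks: high control wells lacking Arfgap1, low control full reaction with DMSO / Times: compound-enzyme preincubation 20 min, reaction 120 min, detection 60 min, 25 °C / Repeats: one replicate per compound / Also added: human ARF1(Δ1-17)-GTP substrate / Measured by: Tracer-displacement fluorescence polarization with EDTA stop, 620/688 nm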
ADAM17 inh = ADAM17 inhibitors, primary screen, biochemical, QFRET; Disintegrin and metalloproteinase domain-containing protein 17 (Homo sapiens), P78536; recombinant ADAM17, EDANS/DABCYL FRET peptide cleavage; inhibition, % at 6.95 µM; 370,000 compounds, 0.83% hits; AID 720648, 2013;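 active = inhibition above the mean of compounds lying between control limits plus 3 SD, set per campaign, cut at about 8.5% in these data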;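 note: 0% = DMSO-only wells as the low control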
TDP2 absorb = human TDP2 enzyme inhibitors, primary screen, biochemical, epi absorbance, recombinant enzyme; T5PNP hydrolysis, p-nitrophenol absorbance 415 nm; 370,000 compounds, 0.34% hits; inhibition, % at 12.8 µM;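 active = inhibition above the mean of all tested compounds plus 3 SD, set per campaign, cut at about 25% in these data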;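 note: 0% = DMSO with enzyme and 100% = buffer with substrate but no TDP2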
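Test system: Human TDP2 enzyme | Reagent: 5 mM T5PNP | Compound dosing: 12.8 µM single point, 1% DMSO | Incubation: Enzyme reaction with compound for 2 h at 37 °C | Technique: p-Nitrophenol epi absorbance | Read-out: % inhibition relative to enzyme-containing and enzyme-free wells | Benchmarks: High control without enzyme, low control DMSO plus TDP2 | Replicates: Singlicate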
Active calls of the source: *; i = inactive. Not a hit list; 3.6% or so of the library scored in one or more.

SMILES	ADAM10 inh	PLC-beta3 inh	Tn6 DDE FP	SIAE primary	PLCg1 inh	ASAP1 inh	DDE Tn7 FP inh	ARFGAP1 inh	ADAM17 inh	TDP2 absorb
Cc1ccc(N=C2NC(=O)CS2)c(C)c1	1	-2	-1	4	0	-6	7	-1	-2	3
Cc1cc(NC(=O)CSc2nnc3ccccn23)no1	-1	-2	2	0	-3	1	-2	12	-1	5
Cc1cc2oc(=O)cc(CN3CCN(S(=O)(=O)c4cccs4)CC3)c2cc1C(C)C	8	2	2	-1	0	4	-3	-5	2	-1
CCCCOc1ccc(NC(=S)Nc2cc(C)nc(SCCCC)n2)cc1	-10	8	-6	2	5	2	3	-5	-3	-12
O=C1NCCCc2nonc21	-8	1	-8	3	-2	-3	1	3	-7	3
CCc1ccc(NC(=O)C(CC)Sc2nc3ccsc3c(=O)n2CCC(=O)O)cc1 (stereo not drawn)	-5	-7	5	-4	0	1	-7	-3	-5	10
Cc1ccc(NC(=O)Cn2nc(C)c([N+](=O)[O-])c2C)cc1Cl	3	3	3	-4	-13	-9	0	2	3	-16
Cc1cc(NCc2ccccc2)nc(-c2ccccc2O)n1	-131	-490	-8	-1	-370	6	-3	17	-58	2
O=C1CN(C(=O)CSc2nc(-c3ccc(Cl)cc3)cs2)c2ccccc2N1	15	-6	-1	-3	2	-16	13	19	0	-2
O=C(NCCCN1CCOCC1)c1ccccc1NS(=O)(=O)c1cc([N+](=O)[O-])ccc1Cl	-6	1	7	-4	0	-9	9	15	1	-7
O=C(CSc1nnc2c(n1)[nH]c1ccccc12)OCc1ccccc1	-3	-4	-4	-3	-2	0	3	4	-2	7
C=C(c1cccc2ccccc12)P(=O)(O)O	8	0	-5	1	0	3	1	-9	-2	10
CC(Sc1cccc[n+]1[O-])C(=O)Nc1ccc(Oc2ccccc2)cc1 (stereo not drawn)	0	8	1	-9	6	4	4	4	8	-22
COc1cccc(C2C(C(=O)Nc3ccc(C)cc3C)=C(C)Nc3ncnn32)c1OC (stereo not drawn)	-3	-2	4	-4	-2	-4	8	10	-5	3
CCCc1cc(C(=O)N2CCN(c3ccccc3C)CC2)cs1	3	-4	2	-2	-1	-10	5	-5	0	-10
O=S(=O)(c1cccc(Cl)c1Cl)N1CCN(C(=S)NCCCN2CCOCC2)CC1	7	-3	7	3	3	0	3	11	-2	16
C=CCn1c(NCc2c[nH]c3ccccc23)nc2ccccc21	2	2	2	1	0	1	2	0	3	-1
O=[N+]([O-])c1cc([N+](=O)[O-])c2cccnc2c1O	10	-5	1	0	2	-2	1	-3	0	-4
COc1ccc(NC(=O)C/C(C)=N/NC(=O)C(=O)NC2CCCCC2)c(OC)c1	7	2	2	0	6	7	9	17	1	-10
CS(=O)(=O)N(CC(=O)Nc1cccnc1)c1ccc2c(c1)OCO2	13	5	-4	2	2	1	8	4	1	-7
CCN(CC)CCN1C(=O)C(=O)/C(=C(/O)c2c(C)[nH]c(C(=O)OC)c2C)C1c1ccco1 (stereo not drawn)	-3	-8	13	-6	-4	0	3	1	-1	0
CCOC(=O)c1c(C)[nH]c(C)c1C(=O)CSc1nc2ccccc2n1CC	-6	-1	6	-3	-3	3	-2	-2	-4	6
CCC(=O)c1ccc(OCC(=O)OC(C)C(=O)Nc2c(C)n(C)n(-c3ccccc3)c2=O)cc1 (stereo not drawn)	5	-1	5	1	2	5	0	7	-5	-4
CC(=O)Oc1cccc(C2C3=C(CC(C)(C)CC3=O)Nc3ccccc3N2C(C)=O)c1 (stereo not drawn)	-7	-45	0	1	-35	-6	-10	5	-3	-3
CCOC(=O)c1[nH]c2ccc(OCC)cc2c1NC(=O)CN1CCC2(CC1)OCCO2	i	i	-5	-1	i	20	-1	5	-150	3
S=C(Nc1ccccc1)Nc1ccc(Br)cc1	0	-7	-4	0	4	3	-5	7	-5	2
CN1C(=S)SC(/[N+]([O-])=C\c2ccccc2)C1(C)C (stereo not drawn)	3	0	2	12	-1	-2	2	10	-4	-3
CCC(C)NC(=O)C1(NC(=O)Nc2ccccc2)CCCCC1 (stereo not drawn)	-3	-3	-3	1	1	4	6	-3	-4	8
Cc1nc(N2CCN(c3ccccn3)CC2)c2c(C)c(C(=O)Nc3ccccc3F)sc2n1	-9	-9	4	-5	0	4	-1	2	-5	-14
Cc1nc2nc(SCC(=O)O)nn2c(C)c1Cc1ccccc1Cl	-1	0	-4	10	0	-20	-7	-1	3	-4

3 entries already listed, sorted by length of the SMILES, largest number first:
SMILES	ADAM10 inh	PLC-beta3 inh	Tn6 DDE FP	SIAE primary	PLCg1 inh	ASAP1 inh	DDE Tn7 FP inh	ARFGAP1 inh	ADAM17 inh	TDP2 absorb
O=C(CSc1nnc2c(n1)[nH]c1ccccc12)OCc1ccccc1	-3	-4	-4	-3	-2	0	3	4	-2	7
C=C(c1cccc2ccccc12)P(=O)(O)O	8	0	-5	1	0	3	1	-9	-2	10
Cc1ccc(N=C2NC(=O)CS2)c(C)c1	1	-2	-1	4	0	-6	7	-1	-2	3

The list goes on:
SMILES	ADAM10 inh	PLC-beta3 inh	Tn6 DDE FP	SIAE primary	PLCg1 inh	ASAP1 inh	DDE Tn7 FP inh	ARFGAP1 inh	ADAM17 inh	TDP2 absorb
CC(NCc1ccc(F)cc1)C(=O)Nc1cc(S(=O)(=O)N2CCCCC2)ccc1Cl (stereo not drawn)	-1	-7	-6	-9	-5	-3	1	-3	2	-19
O=C(NCCC(F)(F)F)C1Cc2c(-c3ccc(Cl)cc3)ccnc2O1 (stereo not drawn)	-1	0	7	0	-2	-4	4	-14	1	2
COc1cc(S(=O)(=O)NCCCN2CCOCC2)ccc1-n1cnnn1	1	-4	-3	17*	-1	-4	2	-4	-2	14
Cc1ccc(N(CC(=O)NCc2ccco2)C(=O)CCC(=O)Nc2ccccn2)cc1C	3	6	4	-3	1	1	-2	-2	0	5
O=C1c2ccccc2C(O)N1Cc1ccccc1 (stereo not drawn)	-11	6	-2	1	4	-5	7	-4	-2	1
CC(C)CNC(=O)c1cccc(NC(=O)C(C)Oc2ccccc2)c1 (stereo not drawn)	0	0	-1	1	-1	-3	0	-5	-3	7
OCC[C@H]1C[C@H](O)[C@@H](O)[C@@]2(Cc3ccccc3CCO2)O1	-6	2	-2	0	1	3	2	-4	-5	5
COc1ccc(C(=O)CCN2CCC(C)CC2)cc1	8	-1	3	7	2	6	-4	4	0	-7
CCOc1ccc(NC2=NCC(=O)N2CCc2ccccc2)cc1	-8	-1	2	5	-6	2	-4	-7	-3	2
Cc1ccc(OCc2ccc(C(=O)Nc3nccs3)o2)cc1	-7	3	-1	5	-3	-16	4	0	-4	6
O=c1c(-c2ccccc2)c(-c2ccccc2)oc2cc(O)cc(O)c12	17	-3	-11	-2	5	-2	9	-8	8	-18
CCN(CC)CCNC(=O)C(=O)NCC1OCCN1S(=O)(=O)c1ccc2c(c1)OCCO2 (stereo not drawn)	-2	1	6	-1	-1	12	4	-4	0	3
Cc1ncc(CO)c(/C=N/Nc2ccc(C(F)(F)F)cn2)c1O	-293	-151	0	7	-111	-12	-2	-7	-113	8
CCn1c(C)nc2cc(C(=O)NNC(=O)Nc3ccc(Cl)cc3)ccc21	-1	1	2	3	1	-2	1	0	-4	7
CCOc1ccc(N(CC(=O)NC2CCCCC2)C(=O)CCC(=O)Nc2ccccn2)cc1	10	3	-3	1	6	-13	-4	7	-1	-12
Cc1ccc(C)c2[nH]c(=O)c(CCNC(=O)CC(C)C)cc12	-25	1	0	-3	1	9	2	-10	-3	-5
CCCN1C(=O)C(Cc2nc3ccccc3c(=O)n2-c2ccccc2)c2ccccc21 (stereo not drawn)	-5	0	3	-2	2	-19	-3	6	0	-6
CCCCn1c(=O)[nH]c(=O)c2c1nc(Cn1ncc(Cl)c(Cl)c1=O)n2CCC	-8	-2	4	1	-4	0	0	14	-3	20
Cn1cc(CN2CCN(Cc3cccnc3)CC2)c(-c2ccc3c(c2)OCCO3)n1	-2	0	-1	6	-1	-16	5	4	-2	-1
Cc1cc(C)c(S(=O)(=O)N2CCOC2CNC(=O)C(=O)NCCN(C)C)c(C)c1 (stereo not drawn)	13	-3	-5	-5	5	6	4	-4	1	-8
CCCCOc1ccc(C(=O)N(Cc2ccccc2)C2CCS(=O)(=O)C2)cc1 (stereo not drawn)	5	-7	-2	-3	0	-11	-1	-3	-2	9
Cc1cc(C)c(S(=O)(=O)n2c([N+](=O)[O-])cnc2C)cc1C	7	0	6	5	3	15	-5	7	-2	-2
O=Cc1ccc(N2Cc3ccccc3C2)cc1	-3	-13	0	-2	-6	1	-5	-19	0	-4
COc1cc(C(=O)NNC(=O)c2ccco2)cc(OC)c1OC	7	2	5	4	2	-1	2	-8	0	-16
CC1OC(Nc2ccc(N=Nc3ccccc3)cc2)C(O)C(O)C1O (stereo not drawn)	8	2	3	3	5	6	7	1	1	-6
Cn1nccc1C(=O)Nc1ccc(S(=O)(=O)N2CCCC2)cc1	-6	-8	-2	18*	-2	8	3	7	0	20
CS(=O)(=O)N(Cc1ccccc1)c1ccc(C(=O)Nc2ccccc2C(=O)O)cc1	0	-22	5	-6	-14	9	6	4	-1	3
NC(=O)C1CCCN(C(=S)Nc2cccc3ccccc23)C1 (stereo not drawn)	-122	-42	8	4	-46	-9	-2	-6	-39	0
CCCC1NC(=O)c2cccnc2-n2c1nc1ccc(C)cc1c2=O (stereo not drawn)	-6	0	5	5	-2	-3	3	-3	1	7
CC(C)(C)c1ccc(O)c(N=Cc2cc3c(cc2[N+](=O)[O-])OCO3)c1	-1	-7	-5	10	-3	-3	-2	8	-2	-6

Screening data as filed in PubChem.
